KDM5B inh: Primary screen for KDM5B Histone Demethylases FDH-coupled qHTS; Potency, µM (titrated, usually from 57.7 µM), inactives show top-dose activity change, negative = inhibition, actives largely listed as inhibitors; actives 2.6% (n = 220,000); KDM5B demethylase, FDH-coupled NADH fluorescence (FDH is formaldehyde dehydrogenase); AID 1347165, 2019; active = well fitted inhibition curve with a large enough effect; inconclusive = small, poorly fitted or top-dose-only effect; inactive = no such curve, though single readings can be large or run the other way; also: 0% is about no effect; nearly all actives have a fitted effect of over 70% in size
Target sequence (Q9UGL1 whole entry, looked up): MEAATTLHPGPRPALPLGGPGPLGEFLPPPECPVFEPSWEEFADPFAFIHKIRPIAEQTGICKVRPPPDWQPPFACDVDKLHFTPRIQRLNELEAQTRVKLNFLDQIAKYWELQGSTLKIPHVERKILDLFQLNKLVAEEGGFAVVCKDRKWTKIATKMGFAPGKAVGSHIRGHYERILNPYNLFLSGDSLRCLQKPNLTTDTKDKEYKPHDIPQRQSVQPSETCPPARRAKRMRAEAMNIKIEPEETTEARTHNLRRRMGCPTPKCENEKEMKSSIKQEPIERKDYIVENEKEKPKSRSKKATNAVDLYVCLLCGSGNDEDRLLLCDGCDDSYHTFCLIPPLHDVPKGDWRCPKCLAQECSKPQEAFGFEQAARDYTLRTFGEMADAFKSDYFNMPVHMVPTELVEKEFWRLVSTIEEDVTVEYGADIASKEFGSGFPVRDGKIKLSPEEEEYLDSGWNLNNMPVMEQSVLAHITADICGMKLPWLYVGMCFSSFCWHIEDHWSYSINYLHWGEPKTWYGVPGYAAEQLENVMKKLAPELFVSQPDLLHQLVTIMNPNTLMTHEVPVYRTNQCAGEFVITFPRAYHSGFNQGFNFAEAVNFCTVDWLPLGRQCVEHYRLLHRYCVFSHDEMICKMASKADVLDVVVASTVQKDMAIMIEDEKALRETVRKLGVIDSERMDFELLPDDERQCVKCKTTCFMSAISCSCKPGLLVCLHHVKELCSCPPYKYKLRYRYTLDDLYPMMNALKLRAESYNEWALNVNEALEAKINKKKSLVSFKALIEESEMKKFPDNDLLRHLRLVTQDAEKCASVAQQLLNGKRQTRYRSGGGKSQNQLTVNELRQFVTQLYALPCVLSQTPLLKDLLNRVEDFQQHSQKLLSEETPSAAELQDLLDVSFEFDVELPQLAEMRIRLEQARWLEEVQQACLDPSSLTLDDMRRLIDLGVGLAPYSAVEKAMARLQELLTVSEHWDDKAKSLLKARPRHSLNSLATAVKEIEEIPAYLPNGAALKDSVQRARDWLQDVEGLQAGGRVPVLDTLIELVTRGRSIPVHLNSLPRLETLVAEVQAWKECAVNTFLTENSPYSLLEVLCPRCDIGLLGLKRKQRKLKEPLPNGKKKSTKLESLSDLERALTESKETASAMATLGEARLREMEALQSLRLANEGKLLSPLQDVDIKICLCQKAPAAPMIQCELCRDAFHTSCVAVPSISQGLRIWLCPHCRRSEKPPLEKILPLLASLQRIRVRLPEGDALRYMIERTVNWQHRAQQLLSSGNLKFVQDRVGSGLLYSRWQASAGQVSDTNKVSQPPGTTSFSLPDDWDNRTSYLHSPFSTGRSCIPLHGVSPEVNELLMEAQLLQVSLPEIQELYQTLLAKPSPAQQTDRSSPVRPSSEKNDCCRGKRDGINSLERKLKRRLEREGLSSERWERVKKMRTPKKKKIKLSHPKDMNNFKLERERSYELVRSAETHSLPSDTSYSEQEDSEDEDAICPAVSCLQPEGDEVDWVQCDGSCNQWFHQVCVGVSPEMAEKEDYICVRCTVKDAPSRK
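Coupled FDH/NAD⁺ fluorescence readout. KDM5BΔAP 200 nM final; compound titration, 10 min RT preincubation; substrate mix 12.5 µM H3K4me3, 25 µM 2-OG, 50 µM Fe(II), 100 µM ascorbate, 0.25 mM NAD⁺, 0.25 U/mL FDH; ΔRFU over 30 min.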
The depositor's hits bear a star; ? = inconclusive; & = joins results of further samples; [ ] = remark or other dose. Potency is read from the fitted curve at half-maximal effect. The list is partial; the hit share may differ from the screen's.

SMILES,KDM5B inh
CC1CCCN(Cc2nc(Cc3ccccc3Cl)no2)C1 (stereo not given),-20.0%
Cc1ccc(NC(=O)CSc2nnc(-c3cc4occc4n3C)n2-c2ccccc2C)cc1F,-19.6%
O=C(Cn1c(=O)nc(-c2ccccc2)c2ccccc21)NCCCc1ccccc1,?
CCOC(=O)c1c(NC(=O)CSc2cn(CCNC(=O)c3ccc(OC)cc3)c3ccccc23)sc2c1CCC2,?
CCCCCOc1ccc(C(=O)Nc2ccc(S(=O)(=O)Nc3cc(C)on3)cc2)cc1,-22.4%
COc1ccc(-c2ocnc2C(=O)Nc2ccccc2C)cc1OC,-19.1%
N#Cc1ccc(CN2CC3CCC(C2)N3c2ccc(C(F)(F)F)cc2)cc1,?
CN(C)C(=O)c1ccc2oc(CN3CCN(C(=O)Nc4ccc(F)cc4F)CC3)nc2c1,-4.7%
O=C(NCc1ccc2c(c1)OCO2)C(=O)NCC1OCCN1S(=O)(=O)c1ccc(F)cc1 (stereo not given),-4.1%
CC(C)NC(=O)C1CN(c2cccc(Cl)c2)C(=O)N1 (stereo not given),16.0%&-1.7%[86.2 µM]
Cc1ccc(NC(=O)CN2C(=O)C(c3ccccc3)=NC23CCCC3)c(C)c1,-5.1%
COc1ccc(CC(=O)NC2CCN(c3cc(-c4ccc(F)cc4)[nH]n3)CC2)cc1OC,-16.0%
COc1cccc(N2C(=O)NC(=NC3CCCC3)C23CCN(Cc2cccnc2)C3)c1 (stereo not given),12.2%[115 µM]
CC(C)Cc1cc(C(=O)N2CCc3nc(-c4ccccc4)[nH]c3C2)nc(=O)[nH]1,-26.8%
Cc1ccccc1C(=O)Nc1ccc(NC(=O)c2cccs2)cc1,?
Cc1ccc(Cn2c(C(=O)O)c(CNCc3ccc(OC(C)C)cc3)c3ccc(C)cc32)cc1,?
O=C1c2c(nc(COc3cccc(F)c3)n2Cc2ccccc2)NCCN1CC1CC1,-1.6%[86.2 µM]
O=C(NCCc1csc2nc(-c3ccccc3F)nn12)C(=O)Nc1cc(F)ccc1F,-10.8%
CCOc1ccc(N2C(=O)c3n[nH]c(-c4cccs4)c3C2c2cccc(F)c2)cc1 (stereo not given),?
Cc1cccc(CCn2c(=O)c3ccccc3n(CC(=O)Nc3ccccc3F)c2=O)c1,-4.6%
Cc1cccc(-c2ocnc2C(=O)NCC(C)c2ccccc2)c1 (stereo not given),6.4%
Cc1ccc2nc(-c3cccnc3)cc(C(=O)NCCc3ccccc3)c2c1,?
O=C(c1nc(-c2ccc(Cl)cc2)c2ccccn12)N1CCOCC1,39.8µM*
CCOC(=O)CC(NC(=O)Cn1nnc(-c2ccc(C(F)(F)F)cc2)n1)c1ccccc1Cl (stereo not given),-25.3%
NC(=O)c1ccc(N2CCN(Cc3cnc(-c4ccco4)nc3)CC2)nc1,?
O=C(Cn1nc2c(cc1=O)CCCCC2)Nc1ccc(F)cc1,-17.8%
CCC(O)CCCCCCCC(O)CC (stereo not given),9.9%
Cc1ccc(-c2cc3c(=O)n(CCNC(=O)Cc4c[nH]c5ccccc45)ccn3n2)c(C)c1,-6.3%
Cc1cccc(N(CC(=O)N[C@H]2CC[C@H]2NC2CCCC2)S(C)(=O)=O)c1,?
Cc1ccc(CNC(=O)N2CCCC(C(F)(F)F)C2)cc1 (stereo not given),20.2%

Four of the compounds above, field by field:
smiles: CN(C)C(=O)c1ccc2oc(CN3CCN(C(=O)Nc4ccc(F)cc4F)CC3)nc2c1
  KDM5B inh = -4.7%

smiles: O=C(NCc1ccc2c(c1)OCO2)C(=O)NCC1OCCN1S(=O)(=O)c1ccc(F)cc1 (stereo not given)
  KDM5B inh = -4.1%

smiles: CC(C)NC(=O)C1CN(c2cccc(Cl)c2)C(=O)N1 (stereo not given)
  KDM5B inh = 16.0%&-1.7%[86.2 µM]

smiles: Cc1ccc(NC(=O)CN2C(=O)C(c3ccccc3)=NC23CCCC3)c(C)c1
  KDM5B inh = -5.1%

Taken from the entries so far, two compounds:
SMILES,KDM5B inh
Cc1cccc(N(CC(=O)N[C@H]2CC[C@H]2NC2CCCC2)S(C)(=O)=O)c1,?
Cc1ccc(CNC(=O)N2CCCC(C(F)(F)F)C2)cc1 (stereo not given),20.2%

Additional records:
SMILES,KDM5B inh
COc1ccc(C(=O)N2CCC(n3cc(-c4nc(C)no4)nn3)CC2)c(OC)c1,9.2%
O=C(C1CC1)N1CC[C@H]2COC(=O)N2c2ccccc2C1,26.1%[115 µM]
CCCCNC(=O)N(O)C1N(/N=C/c2cccnc2)C(=S)SC1(C)C (stereo not given),-14.4%
COc1ccc(NC(=O)c2cc3c(CO)cnc(C)c3oc2=Nc2cccc(F)c2)c(OC)c1,0.3%
COc1ccc(OCC(=O)Nc2ccc(-c3nc4ccc(C)cc4o3)cc2)cc1,-20.9%
O=C(NC1CCCCCC1)C1c2ccccc2C(=O)N1Cc1ccccc1Cl (stereo not given),?
Cc1ccc(S(=O)Cc2nc(-c3ccc(C(=O)NCCCN4CCOCC4)cc3)oc2C)cc1 (stereo not given),-22.1%
Cc1ccc(S(=O)(=O)NCC2CCC(C(=O)NCCc3ccccc3)CC2)cc1 (stereo not given),12.4%&-0.9%
Cc1nc(-c2ccc(F)cc2)c(CC(=O)N2CCN(S(=O)(=O)c3cccc(Cl)c3)CC2)s1,1.4%
FC(F)(F)c1cc(Nc2cnc3ccc(N4CCOCC4)nn23)ccc1Cl,31.6µM*
CN(C)CCNC(=O)c1cccnc1OC1CCNCC1,?
COCCCNC(=O)c1cn(CCOC)c(=O)c2c1c1ccccc1n2C,?
CCc1noc(-c2cccn3c(CNC(=O)c4cc(C)ccc4C)nnc23)n1,10µM*
O=C(NCC1Cn2cccc2CN1Cc1ccccc1)c1ccoc1 (stereo not given),28.2µM*
CC(C)c1ccc(CNC(=O)c2ccc(N3CCCC3)c(NC(=O)NCc3ccc(F)cc3)c2)cc1,-17.5%
Cc1cccc(Cc2sc(N)nc2C)c1,6.0%
COC(=O)c1ccccc1NC(=O)Cn1ccn2nc(-c3ccccc3)c(CO)c2c1=O,?
CC(=O)c1ccc(NC(=O)Cn2cc3c(n2)CCCC3)cc1,-29.0%
Cc1ccc(CNc2nnc(C)c3nnn(Cc4ccc(F)cc4)c23)cc1,-2.2%
COc1ccccc1Nc1nc(NCc2ccco2)c2ccccc2n1,?
COCCCNC(=O)c1ccc(Cn2ccn3nc4c(c3c2=O)CCCC4)cc1,-31.9%
CCCN1CCc2c(sc(NC(=O)CCS(=O)(=O)c3ccccc3)c2C(=O)OC)C1,-21.5%
COCCN1C(=O)CS(=O)(=O)C12CCN(C(=O)c1ccccc1F)CC2,-2.8%
COc1ccc2cc(C(=O)NCCNC(C)=O)c(C)nc2c1,?
CCOc1ccc(-c2nc(C#N)c(NCc3ccccc3Cl)o2)cc1,17.5%
CCCCCCOc1ccc(/C=C/C(=O)Nc2sc3c(c2C(=O)OC)CCC3)cc1OC,?
Fc1cccc(-n2nc(C3CCOCC3)nc2CNC2CC2)c1,52.2%[activator]
COCc1cc(C)nc2sc(C(=O)Nc3ccc(C(C)=O)cc3)c(N)c12,?
Cc1cc(NC(=O)CCC(=O)N(CC(=O)NCC2CCCO2)c2cccc(F)c2)no1 (stereo not given),2.2%
CCOc1ccc(CC(=O)NC2CC(=O)N(c3ccc4c(c3)OCCO4)C2)cc1 (stereo not given),-10.4%
Cc1nn(-c2ccc(C(C)(C)C)cc2)c(C)c1[C@@H]1C=C[C@@H](NC(=O)c2ccco2)C1,31.6µM*
CCc1noc(C)c1C(=O)Nc1ccc(C(C)(C)C)cc1,2.2%
Cc1cc(-c2ccc(C)c(S(=O)(=O)N(Cc3cccs3)C(C)C)c2)on1,?
CO[C@H]1[C@H](NC(=O)Cn2nc(C)c(C)c2C)c2ccccc2C12CCNCC2,?
CC(=O)c1cccc(NC(=O)C2=CC(c3ccc(F)cc3)=NS(=O)(=O)N2C)c1,-19.0%
CC(C)(C)NC(=O)C(c1ccc(F)cc1)N(CC1CCCO1)C(=O)CCC(=O)Nc1ccccn1 (stereo not given),0.6%
Cc1[nH]ccc(=O)c1OCC(=O)Nc1ccc(Cl)c(Cl)c1,11.3%
CCn1ccc2sc(C)c(C(=O)NCCC(C)C)c2c1=O,-12.7%
CCCNC(=O)C(NC(=O)c1ccc(OC)cc1)C1CCN(C(=O)c2ccc3c(c2)OCO3)CC1 (stereo not given),4.1%
CN(C)c1ccc(-c2nc(-c3ccncc3)no2)cc1[N+](=O)[O-],-16.1%
CCC(CC)NC(=O)c1cc(C(C)C)nc2c1cnn2C(C)C,96.6%[activator]
CNC(=O)CCN(C)c1nccc(-c2ccc(C)nc2C)n1,25.1µM*
Cc1cccc(NC(=O)c2n[nH]nc2Nc2ccc(Cl)cc2)c1,-7.5%
CSC(C)C(=O)Nc1ccccc1I (stereo not given),-5.2%
CCc1c(C)nc(SCC(=O)N2CCN(c3ccccc3OC)CC2)[nH]c1=O,-27.6%
CNCCN1C(=O)CC[C@H]2CN(c3nc4cc(C)ccc4o3)CC[C@H]21,14.5%
CC(C)CC(=O)n1nc(-c2ccco2)nc1NCc1ccc(Cl)cc1,-4.0%
CCCC1=Nc2cc(C(=O)NC(C)c3ccccc3)ccc2Sc2ccc(C)cc21 (stereo not given),-23.1%
O=C(NCCc1noc(-c2ccccc2)n1)C1COc2ccccc2C1 (stereo not given),-14.9%
Cc1cc(F)ccc1S(=O)(=O)Nc1ccccc1-c1n[nH]c(C2CC2)n1,31.7%[activator]
COCCCNC(=O)Cn1c(=O)n(-c2ccccc2)c(=O)c2c1c1cc(OC)ccc1n2C,?
O=C1N(C2CCCCC2)C[C@H]2CN(Cc3ccc(C(F)(F)F)cc3)CCN12,?
O=C(Cn1ccn2nc(-c3ccc(F)cc3)c(CO)c2c1=O)Nc1ccc(Cl)cc1F,31.6µM*
COc1ccccc1CC(C#N)C(=O)Nc1cc(C)cc(C)c1 (stereo not given),-13.4%
N#CC1(C(N)=O)C(c2ccccc2Cl)C1(C#N)C(N)=O (stereo not given),23.8%
COC(=O)c1ccc(NC(=O)Cn2ccn3nc(-c4ccc(OC)cc4)cc3c2=O)cc1,-7.9%
CCc1nn2c(=O)cc(COC(=O)c3ccccc3NC(=O)c3cccs3)nc2s1,-17.9%
COc1ccc(C(=O)NCC2CCN(c3cnn(C)c(=O)c3)C2)c(OC)n1 (stereo not given),-9.4%
COc1ccc(Cl)cc1NC(=O)Cn1c(-c2ccc(F)cc2)nc(C)c(CCO)c1=O,-1.0%
CC(=O)c1cccc(-n2c(=O)c3c4c(sc3n(CC(=O)c3ccc(Cl)cc3)c2=O)CN(C(C)=O)CC4)c1,-24.7%

Later entries:
SMILES,KDM5B inh
COC(=O)c1cccc(Nc2c(-c3ccc(SC)cc3)nc3nc[nH]n23)c1,?
COc1ccc2nc(SC3CC(=O)N(c4ccc(C)c(C)c4)C3=O)nc(C)c2c1 (stereo not given),?
COC(=O)c1ccn(Cc2ccccc2Cl)n1,9.1%
COc1ccc(NC(=O)O[C@@H]2CC[C@]3(C)C(CC[C@@H](O)[C@H]3CC(=O)NCc3ccc4c(c3)OCO4)[C@]2(C)CO)cc1 (stereo not given in full),-21.0%
Cc1ccc(CC(=O)N2CC(c3nnc(-c4ccc(C)cc4)o3)C3(CCOCC3)C2)cc1 (stereo not given),6.2%
CCn1cc(CN2CCSCC2)ccc1=O,-6.3%
CNC(=O)[C@@H]1C[C@@H](O)CN1C1CCN(C(=O)c2cccc(OC)c2)CC1,-6.1%
CCc1ccccc1NC(=O)C1CC1,?
O=C(NCc1ccc(F)cc1)c1ccc(CSc2nc3ccncc3n2Cc2ccc(F)cc2)cc1,-12.7%
O=C(NCc1cccc(Cl)c1)c1ccc2ccccc2n1,13.2%
Cc1ccc(S(=O)(=O)N2CCC(OC3CCN(Cc4ccccc4)CC3)CC2)cc1C,27.8%
CCc1ccc(C2c3c(oc4ccc(C)cc4c3=O)C(=O)N2c2nc(C)c(C)s2)cc1 (stereo not given),9.3%
CCOC(=O)c1c(C)nc2nc(-c3cccnc3)nn2c1C,-9.1%
CC(=O)c1ccc(NS(=O)(=O)c2cc(-c3cnc(C4CC4)o3)ccc2C)cc1,-12.5%
CCN(CC)c1cc(CCC(=O)NCCCN2CCN(C)CC2)ccn1,25.1µM*
Cc1cc2nc3n(c(=O)c2n1CC(=O)NCc1ccc(F)cc1)CCCC3,10.0%
Cc1ccc(-c2nn(CC(N)=O)c(=O)c3ccccc23)cc1S(=O)(=O)N(C)C,12.2%
Cc1noc(C)c1S(=O)(=O)N1CCC2(C1)C(=O)N(C)c1ccccc12 (stereo not given),-5.6%
O=C(Nc1ccc([C@H]2OCC(=O)N(Cc3ccc(F)cc3)[C@@H]2CO)cc1)c1cnccn1,12.0%
COc1cccc(Nc2ncc3c(n2)C(C)(C(=O)N2CCCC2)CC3)c1 (stereo not given),8.9%[86.2 µM]

High-throughput results: PubChem, National Center for Advancing Translational Sciences (NCATS)
